TRHR agonist = qHTS for Small Molecule Agonists and Allosteric Enhancers of Human TRH Receptor: Primary Screen for Agonists; Thyrotropin-releasing hormone receptor (Homo sapiens), P34981; TRHR cells, calcium flux fluo-8, FDSS agonist mode; 360,000 tested, 0.18% active; activation, % at 2 µM; in the data active = activation above about 30%; also: 0% is about no effect
Target sequence (P34981 whole entry, looked up): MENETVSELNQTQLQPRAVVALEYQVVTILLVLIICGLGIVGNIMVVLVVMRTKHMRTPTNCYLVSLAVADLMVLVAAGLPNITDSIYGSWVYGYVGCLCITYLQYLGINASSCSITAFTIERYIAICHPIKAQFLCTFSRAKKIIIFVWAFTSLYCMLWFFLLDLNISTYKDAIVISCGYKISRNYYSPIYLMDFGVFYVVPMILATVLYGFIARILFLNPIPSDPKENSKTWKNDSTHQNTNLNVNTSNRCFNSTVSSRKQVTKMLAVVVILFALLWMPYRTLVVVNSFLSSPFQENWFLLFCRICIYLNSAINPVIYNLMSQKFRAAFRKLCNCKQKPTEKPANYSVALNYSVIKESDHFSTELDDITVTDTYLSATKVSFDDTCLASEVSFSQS
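Steps: seed TRHR cells overnight; add fluo-8 no-wash Ca dye, RT 30 min–1.5 h; record 10 s baseline; pin-transfer compounds; monitor fluorescence 1 cycle/s for the agonist window. Calcium increases flag candidate agonists.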
D2 ag = HTS Assay for Allosteric Agonists of the Human D2 Dopamine Receptor: Primary Screen for Agonists; D(2) dopamine receptor (Homo sapiens), P14416; HEK293 T-REx D2 cells, calcium flux agonist mode; activation, % at 2 µM; 340,000 tested, 0.53% active; AID 485358, 2010;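 active = activation over 3 SD above normal in the single-dose calcium agonist read, cut at about 30% in these data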; also: 0% is about no effect
Target sequence (P14416 whole entry, looked up): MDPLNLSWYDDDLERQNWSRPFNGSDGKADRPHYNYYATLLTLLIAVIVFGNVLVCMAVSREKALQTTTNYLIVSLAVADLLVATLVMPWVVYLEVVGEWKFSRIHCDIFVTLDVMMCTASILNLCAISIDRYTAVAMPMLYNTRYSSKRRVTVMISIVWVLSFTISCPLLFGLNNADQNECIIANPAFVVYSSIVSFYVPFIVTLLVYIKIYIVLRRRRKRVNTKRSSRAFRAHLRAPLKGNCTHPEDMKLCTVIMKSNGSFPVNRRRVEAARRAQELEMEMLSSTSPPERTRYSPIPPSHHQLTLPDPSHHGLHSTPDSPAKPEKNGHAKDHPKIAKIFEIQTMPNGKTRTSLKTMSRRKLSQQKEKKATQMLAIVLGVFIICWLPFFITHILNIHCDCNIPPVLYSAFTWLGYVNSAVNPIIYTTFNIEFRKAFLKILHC
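HEK293 Trex D2 cells, tetracycline-induced, o/n 30 C 5% CO2; no-wash Ca dye, RT 30–90 min; 10-cycle baseline, 23 nl cpd added, kinetic Ca read 180 s; agonist hits = positive Ca response.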
Pin1 inhibitor = qHTS Assay to Find Inhibitors of Pin1; AID 504891, 2011; Potency, µM (doses to about 115 µM), for inactives: at the top dose activity, negative = inhibition, most hits filed as inhibitors; Pin1 FP peptide displacement, HiFluor488, 10 min; Peptidyl-prolyl cis-trans isomerase NIMA-interacting 1 (Homo sapiens), Q13526; 390,000 tested, 0.009% active; active = well fitted inhibition curve with a large enough effect in the polarisation, with a control signal flat, not every such curve was filed as active; inconclusive = small, poorly fitted or top-dose-only effect, or effect the other way, or a change in a side signal; inactive = no such curve, though single readings can be large or run the other way; the % refers to the polarisation; also: potency is read from the fitted curve at half-maximal effect; % is scaled to controls: 0 for no effect and ±100 for the full control effect
Target sequence (Q13526 whole entry, looked up): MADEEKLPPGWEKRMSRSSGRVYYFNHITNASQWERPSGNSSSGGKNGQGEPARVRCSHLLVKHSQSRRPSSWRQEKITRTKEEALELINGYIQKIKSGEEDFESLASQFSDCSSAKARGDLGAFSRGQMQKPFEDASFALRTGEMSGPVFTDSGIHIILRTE
TRHR PAM = qHTS for Small Molecule Agonists and Allosteric Enhancers of Human TRH Receptor: Primary Screen for Enhancers. Thyrotropin-releasing hormone receptor (Homo sapiens), P34981. TRHR cells, fluo-8 calcium fluorescence, EC20 TRH enhancement. enhancement, % at 2 µM. 360,000 tested, 0.66% active. AID 493056, 2011; in the data active = enhancement above about 30%; also: 0% is about no effect
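Enhancer read-out: after compound pinning and an initial kinetic agonist-mode read, an EC20 of TRH (10 nM final) was injected and fluo-8 calcium signal (Ex 480/Em 530) followed at 1 s/cycle for 100 cycles in TRHR-expressing cells.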
D2 antag = HTS Assay for Allosteric Antagonists of the Human D2 Dopamine Receptor: Primary Screen for Antagonists; AID 485344, 2010; HEK293 TREx D2 cells, calcium flux, dopamine EC80; inhibition, % at 10 µM; 340,000 tested, 2% active; in the data active = inhibition above about 30%; also: 0% is about no effect
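Overnight-induced (tetracycline, 30 C) HEK293 T-REx cells carrying force-coupled D2 receive a no-wash calcium dye, then compound, then EC80 dopamine at 180 s; signals are read kinetically throughout.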
USP1-UAF1 inh = Inhibitors of USP1/UAF1: Primary Screen; Ubiquitin carboxyl-terminal hydrolase 1 (Homo sapiens), O94782; recombinant USP1/UAF1, Ub-Rhodamine cleavage fluorescence; Potency, µM (highest dose often 57.1 µM), for the others: at the top dose activity change, negative = inhibition, usual class: inhibitors; 390,000 tested, 0.23% active; also: potency is read from the fitted curve at half-maximal effect; % is scaled to controls: 0 for no effect and ±100 for the full control effect; nearly all actives have a fitted effect of over 60% in size; inactives centre near -12
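USP1/UAF1 complex (1 nM) preincubated 15 min at room temperature with compound, then Ub-Rho substrate (150 nM final) added. Kinetic fluorescence at 480/540 nm over 6 reads at 60 s intervals; 50 mM HEPES pH 7.8, 0.5 mM EDTA, 0.1 mg/ml BSA, 1 mM TCEP, 0.01% Tween-20.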
rTrxR1 inhibitor = qHTS Assay for Inhibitors of Mammalian Selenoprotein Thioredoxin Reductase 1 (TrxR1): qHTS. Thioredoxin reductase 1, cytoplasmic (Rattus norvegicus), O89049. recombinant rTrxR1, NADPH fluorescence consumption, selenite substrate. Potency, µM (highest dose often 114 µM), without a hit: at the top dose activity change, negative = inhibition, usual class: inhibitors. 390,000 tested, 1% active. AID 588453, 2011; also: potency is read from the fitted curve at half-maximal effect; % is scaled to controls: 0 for no effect and ±100 for the full control effect; nearly all actives have a fitted effect of over 65% in size
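Rat TrxR1 (90 nM in the dispensed reagent) was pre-reduced with 400 uM NADPH for 5 min at room temperature, then incubated with compound for 15 min. After 400 uM selenite was added, NADPH fluorescence (Ex 340/Em 450 nm) was followed for 8 min.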
TrxR1 substrate = qHTS Assay for Substrates of Mammalian Selenoprotein Thioredoxin Reductase 1 (TrxR1): qHTS; Thioredoxin reductase 1, cytoplasmic (Rattus norvegicus), O89049; purified TrxR1 substrate turnover, NADPH consumption readout; Potency, µM (series often up to 114 µM), without a hit: at the highest dose activity change, negative = substrate turnover; 390,000 tested, 0.01% active; AID 588456, 2011; also: potency is read from the fitted curve at half-maximal effect; % is scaled to controls: 0 for no effect and ±100 for the full control effect; nearly all actives have a fitted effect of over 50% in size
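Rat TrxR1, dispensed at 90 nM, was prereduced with 400 uM NADPH (final) for 5 min at ~22 deg C, then incubated with compound 15 min before 400 uM selenite. A first-read NADPH fluorescence drop versus no-compound background flagged substrates.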
IDH1 R132H inh = qHTS for Inhibitors of mutant isocitrate dehydrogenase 1 (IDH1): qHTS; AID 602179, 2012; Potency, µM (highest dose often 76.6 µM), for the others: at the highest dose activity change, negative = inhibition, most hits filed as inhibitors; IDH1-R132H enzyme, NADPH consumption, diaphorase/resazurin fluorescence; 390,000 tested, 0.093% active; Isocitrate dehydrogenase [NADP] cytoplasmic (Homo sapiens), O75874; also: potency is read from the fitted curve at half-maximal effect; % is scaled to controls: 0 for no effect and ±100 for the full control effect; nearly all actives have a fitted effect of over 65% in size
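IDH1-R132H (0.5 ug/mL) preincubated 30 min with compound, then NADPH (0.016 mM) and alpha-KG (2 mM) added; 80 min at RT, pH 7.5. Remaining NADPH coupled via diaphorase/resazurin to fluorescence (540/590 nm); concentration-response curves normalized to no-enzyme control.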
* marks the source's active call; other numbers are inactive results; ? = inconclusive; nt = no result given; & = joins results of further samples; [ ] = another dose, or the depositor's remark. Unless noted, calls follow the shape of the dose curve; as a rule, active = well fitted inhibition curve with a large enough effect; inconclusive = small, poorly fitted or top-dose-only effect; inactive = no such curve, though single readings can be large or run the other way.

smiles,TRHR agonist,D2 ag,Pin1 inhibitor,TRHR PAM,D2 antag,USP1-UAF1 inh,rTrxR1 inhibitor,TrxR1 substrate,IDH1 R132H inh
Cn1c(C(=O)NCCc2c[nH]c3ccccc23)cc2sccc21,-0.1,0.3,?,8,-41,?,-3%,-4%,11%
Brc1cc2ccccc2[n+](Cc2ccccc2)c1,0.3,1.0,-17%,-12,-9,-25%,-41%,-11%,-2%
CC(=O)C(Cc1ccccc1)NC(=O)COC(=O)c1ccc(-n2cnnn2)cc1 (centres undefined),nt,nt,2%,nt,nt,-16%,8%[57.1 µM],6%[57.1 µM],-1%
CC(=O)N(C(C)=O)n1c(/C=C/c2cccc([N+](=O)[O-])c2)nc2ccccc2c1=O,0.1,0.4,-1%,4,8,4%,-14%[57.1 µM],7%,1%
Cc1cccc(C)c1NC(=O)CN1C(=O)C(C)Oc2ccccc21 (centres undefined),0.2,0.7,-5%,3,6,-17%,39%[activator][57.1 µM],19%[57.1 µM],5%
CC1CCN(C(=O)C2CCN(CC(C)c3ccccc3)CC2)CC1 (centres undefined),-0.5,0.2,-7%,5,4,-18%,5%,-1%,4%
COc1cc(OC)nc(Oc2cccc(Cl)c2C)n1,nt,nt,-8%,nt,nt,-15%,20%[11.4 µM],12%[11.4 µM],1%
Cc1ccc(CNC(=O)c2cc(=O)c3ccccc3o2)cc1,-0.9,-1.6,4%,-2,6,0%,6%,2%,27%

Part of the list above in order of number of heavy atoms, highest first:
smiles,TRHR agonist,D2 ag,Pin1 inhibitor,TRHR PAM,D2 antag,USP1-UAF1 inh,rTrxR1 inhibitor,TrxR1 substrate,IDH1 R132H inh
CC(=O)N(C(C)=O)n1c(/C=C/c2cccc([N+](=O)[O-])c2)nc2ccccc2c1=O,0.1,0.4,-1%,4,8,4%,-14%[57.1 µM],7%,1%
Cn1c(C(=O)NCCc2c[nH]c3ccccc23)cc2sccc21,-0.1,0.3,?,8,-41,?,-3%,-4%,11%
COc1cc(OC)nc(Oc2cccc(Cl)c2C)n1,nt,nt,-8%,nt,nt,-15%,20%[11.4 µM],12%[11.4 µM],1%
Brc1cc2ccccc2[n+](Cc2ccccc2)c1,0.3,1.0,-17%,-12,-9,-25%,-41%,-11%,-2%

The list continues.
smiles,TRHR agonist,D2 ag,Pin1 inhibitor,TRHR PAM,D2 antag,USP1-UAF1 inh,rTrxR1 inhibitor,TrxR1 substrate,IDH1 R132H inh
O=C(COc1nc2ccccc2nc1N1CCOCC1)N1CCc2ccccc21,-0.3,-1.7,?,6,2,-18%,5%,11%,1%
O=C(COc1ccc(Cl)cc1Cl)NCC(=O)N/N=C/c1c[nH]c2ccccc12,-0.2,-0.5,0%,35*,-12,-17%,-3%,-6%,1%
CCN(C(=O)c1cc(Cl)ccc1Cl)C1CCS(=O)(=O)C1 (centres undefined),-0.7,-0.5,0%,-3,-11,-17%,15%,6%,9%
N#Cc1c(-c2cccc(Br)c2)cc(-c2cccnc2)nc1N,0.2,-0.1,38%[activator],3,-10,-22%,7%,71%[activator],6%
COc1ccc(/C=C/c2noc(-c3ccccc3OC(C)=O)n2)cc1,1.5,0.9,15%,-5,7,-22%,7%,1%[57.1 µM],7%
CSc1ccc(CN2CCC(C(=O)NCc3ccc(C)cc3)CC2)cc1,-0.5,0.2,-7%,4,0,-6%,17%,9%,16%
CCCN(C(=O)CCc1nc(-c2ccccc2F)no1)c1ccc(CC)cc1,0.1,-1.2,?,-12,nt,-25%,8%,-4%,-4%
CCOC(=O)c1c(NC(=O)CN2CCN(c3ccc(Cl)cc3)CC2)sc(C)c1C,-0.2,0.0,2%,6,nt,-8%,17%,27%,-1%
CCC(=O)c1ccc(OCC(=O)OCC(=O)N(CCC#N)c2ccc3c(c2)OCCO3)cc1,nt,nt,0%,nt,nt,-11%,6%[57.1 µM],-7%[57.1 µM],-1%
CN(C(=O)c1ccccc1Cl)c1ccccc1C(=O)NCc1ccccc1,-0.5,0.5,1%,5,-5,-5%,4%,3%,-1%
COc1ccc(C(C(=O)NC2CCCC2)N(C(=O)c2snc(-c3ccc(F)cc3)c2N)c2ccc(OC)cc2)cc1 (centres undefined),0.9,1.0,9%,-1,-2,-24%,36%[activator],17%,2%
COCCNC(=O)CCCCCN1C(=O)CCC1=O,-0.1,0.1,0%,10,-1,-14%,3%[57.1 µM],2%,2%
Cc1nnc2n(Cc3ccccc3)c(=O)c3c4c(sc3n12)CN(Cc1ccccc1)CC4,0.6,-0.7,nt,5,-2,nt,nt,nt,nt
COc1ccc(C(=O)NC(=S)Nc2nc(C)cc(C)n2)cc1Br,0.4,-0.2,-2%,5,-10,-16%,18%,-2%,3%
Cc1cc(C(=O)N2CCN(C(=O)C3CCCO3)CC2)no1 (centres undefined),0.0,-0.8,-13%,-2,-4,2%,4%,-6%,-1%
Cc1c(C#N)c(NC(=O)c2cccc(Cl)c2)n(Cc2ccccc2)c1C,-0.5,1.8,1%,-4,10,-7%,10%[57.1 µM],6%[57.1 µM],0%

Some values from the entries so far:
COCCNC(=O)CCCCCN1C(=O)CCC1=O in TrxR1 substrate has 2%
COc1ccc(C(=O)NC(=S)Nc2nc(C)cc(C)n2)cc1Br in D2 ag has -0.2
Cc1nnc2n(Cc3ccccc3)c(=O)c3c4c(sc3n12)CN(Cc1ccccc1)CC4 in D2 antag has -2

Additional compounds follow:
smiles,TRHR agonist,D2 ag,Pin1 inhibitor,TRHR PAM,D2 antag,USP1-UAF1 inh,rTrxR1 inhibitor,TrxR1 substrate,IDH1 R132H inh
CCCOc1ccccc1C(=O)N1CCCCC1CCN1CCCCC1 (centres undefined),-0.7,-0.9,-7%,-1,nt,-5%,5%,0%,1%
O=C(c1cccnc1)N(Cc1ccccc1)C(=O)c1cccnc1,nt,nt,-8%,nt,nt,?,6%,2%,-6%
COc1ccc(CN(C(=O)Nc2ccc(C)c(F)c2)C2CCN(C(C)=O)CC2)cc1,0.9,nt,-2%,-2,nt,-12%,4%,0%,0%
O=C(COc1ccccc1)Nc1nnc(S(=O)(=O)N2CCCC2)s1,-0.1&0.6,0.5&-0.3,2%&-5%,1&-2,3,-19%&2%,-22%&6%,-13%&1%,-10%&-2%
CCCc1nc2ccccc2c2nc(N)nn12,-0.4,0.6,2%,5,9,3%,21%,27%,14%
CN(CC(=O)Nc1ccc(F)cc1)C(=O)COc1ncnc2ccccc12,0.6,0.1,-1%,1,3,1%,8%,3%,4%
CCCCNc1cc(=O)oc2ccccc12,-0.2,-0.6,-6%,-3,8,-3%,-6%,-3%,8%
Cc1ccc(S(=O)(=O)/N=C(\Nc2cccc(C)c2)Nc2nc(C)cc(C)n2)cc1,-0.6,-0.6,-3%,6,-3,-9%,-1%,-6%,6%
O=S(=O)(NCCc1ccccc1)c1ccc(N2CCCCS2(=O)=O)cc1,0.3,2.0,-3%,-7,nt,-8%,9%[57.1 µM],-2%[57.1 µM],0%
O=C(O)CCC(=O)OCC1CCCO1 (centres undefined),0.0,0.1,1%,4,8,-11%,16%,5%,2%
CCOc1ccc(C(=O)c2ccc(OCC)c(N)c2)cc1N,0.6,1.0,-11%,6,8,-4%,2%,-8%,4%
Cn1c(=O)c2c(nc(Sc3nc4ccccc4n3CC(=O)N3CCCCC3)n2C)n(C)c1=O,0.8,-0.7,3%,-1,17,4%,-12%,-10%,-1%

Source: PubChem (National Center for Advancing Translational Sciences (NCATS))

A portion of the library; rates above refer to the full screens.
